Screening results as filed in PubChem BioAssay.
FUS yeast rescue: rescues growth of FUS-expressing yeast. S. cerevisiae FUS-expressing, growth rescue, OD600, 24 h. Potency, µM (titrated, usually from 76.6 µM), for the others: at the top dose growth rescue (activation), most hits filed as activators. 0.24% of 390,000 active;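 also: potency is read from the fitted curve at half-maximal effect; plate controls were DMSO vehicle for no effect and reference control for full effect; nearly all actives have a fitted effect of over 55% in size; some results filed as inactive show a strong effect at the top dose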
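Yeast expressing FUS under galactose induction, OD 0.005 in 2% galactose medium; compounds in a dilution series, 24 h at 30C. Growth rescue by absorbance at 600 nm; CP55940 positive control, DMSO negative.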
GLP-1R agonist: agonists of human GLP-1 receptor | AID 624172 | P43220 | HEK293 GLP-1R CRE-luciferase, luminescence, 4-6 h; cells express a hypersensitive GLP-1R form | 0.007% of 380,000 active | Potency, µM (highest dose often 45.6 µM), for inactives: at the top dose activation, most hits filed as activators; also: potency is read from the fitted curve at half-maximal effect; % of control where 0% means no effect
Target sequence (P43220 whole entry, looked up): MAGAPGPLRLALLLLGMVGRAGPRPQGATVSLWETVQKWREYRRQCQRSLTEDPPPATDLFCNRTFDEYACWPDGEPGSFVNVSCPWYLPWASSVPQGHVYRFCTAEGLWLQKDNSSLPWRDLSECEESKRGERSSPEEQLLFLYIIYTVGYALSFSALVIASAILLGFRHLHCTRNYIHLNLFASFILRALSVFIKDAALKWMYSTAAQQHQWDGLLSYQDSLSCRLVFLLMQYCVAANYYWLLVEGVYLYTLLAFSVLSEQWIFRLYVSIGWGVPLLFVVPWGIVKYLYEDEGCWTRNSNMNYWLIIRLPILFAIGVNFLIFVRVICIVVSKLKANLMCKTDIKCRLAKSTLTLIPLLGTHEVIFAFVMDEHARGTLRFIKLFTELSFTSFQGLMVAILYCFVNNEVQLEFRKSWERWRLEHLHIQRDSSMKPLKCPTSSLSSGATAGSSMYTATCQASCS
Abeta yeast res: compounds reversing amyloid beta toxicity in yeast; 0.063% of 410,000 active; yeast expressing A-beta42, growth rescue, OD600, 48 h; response scale: 0% DMSO, 100% iron-clioquinol control; Potency, µM (top dose mostly 46.1 µM), for inactives: at the top dose growth rescue, hits mostly activators; also: potency is read from the fitted curve at half-maximal effect; nearly all actives have a fitted effect of over 55% in size
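Yeast growth medium received pinned compounds, then yeast cells expressing toxic A-beta were added; plates incubated at 30 C for 48 hr. Growth read as absorbance at 600 nm, normalized to DMSO and equimolar FeCl3 plus clioquinol controls.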
Akt phos inh: Akt phosphorylation inhibition; Neuro2A IGF-stimulated pAkt S473 HTRF, 20 min; stronger effect = lower value; activity change, % for hits at 50 µM; 0.32% of 360,000 active; in the data active = activity change below about -80%; inconclusive = mostly about -51% to -80%; also: % is scaled to controls: 0 for no effect and ±100 for the full control effect
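Single-point screen (50 µM final compound) in Neuro2A cells stimulated 20 min with 6 nM IGF at 37 deg C. After lysis, Ser473-phosphorylated Akt read by HTRF (ex 330 nm, em 615/665 nm) as the 665/615 ratio.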
aSyn rescue: rescues yeast growth from alpha-synuclein toxicity | Potency, µM (doses to about 46.1 µM), for inactives: at the highest dose growth rescue (activation), actives largely listed as activators | Yeast expressing alpha-synuclein, growth rescue, BacTiter-Glo, 24 h | 0.14% of 370,000 active; also: potency is read from the fitted curve at half-maximal effect; % of control where 0% means no effect; nearly all actives have a fitted effect of over 65% in size
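Readout is rescue of growth in alpha-synuclein-expressing yeast, so inhibitors of toxicity appear as activators. Growth after 24 hr at 30 deg C in galactose medium is quantified by luminescence.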
PTHR1 agonist: PTHR1 (human) receptor agonism. Q03431. HEK293 GP2 PTHR1 cells, GloSensor cAMP luminescence, 1 h. Potency, µM (series often up to 115 µM), inactives show at the highest dose activation, usual class: activators. 0.075% of 410,000 active; also: potency is read from the fitted curve at half-maximal effect; nearly all actives have a fitted effect of over 55% in size; some results filed as inactive show a strong effect at the top dose; inactives centre near -15; many of its hits are not listed in these tables
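HEK-293-derived GP2 cells expressing PTHR1 and a GloSensor cAMP reporter, 3,000/well, plated overnight, given luciferin plus IBMX (each 0.5 mM as added) for 1 h at 37 °C, then compound for 1 h at 37 °C. Luminescence was read after 15 min at room temperature.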
DRD3 antagonist: antagonists of human D3 dopamine receptor; D3R cells, DiscoveRx beta-arrestin luminescence, antagonist mode; stronger effect = lower value; max response, negative = inhibition, %; 2.5% of 360,000 active; AID 652054; in the data active = max response below about -50%; inconclusive = no clear call, values can overlap the other calls; also: % is scaled to controls: 0 for no effect and ±100 for the full control effect; mostly tested at two doses, the higher about 12 µM
Target sequence (P35462 whole entry, looked up): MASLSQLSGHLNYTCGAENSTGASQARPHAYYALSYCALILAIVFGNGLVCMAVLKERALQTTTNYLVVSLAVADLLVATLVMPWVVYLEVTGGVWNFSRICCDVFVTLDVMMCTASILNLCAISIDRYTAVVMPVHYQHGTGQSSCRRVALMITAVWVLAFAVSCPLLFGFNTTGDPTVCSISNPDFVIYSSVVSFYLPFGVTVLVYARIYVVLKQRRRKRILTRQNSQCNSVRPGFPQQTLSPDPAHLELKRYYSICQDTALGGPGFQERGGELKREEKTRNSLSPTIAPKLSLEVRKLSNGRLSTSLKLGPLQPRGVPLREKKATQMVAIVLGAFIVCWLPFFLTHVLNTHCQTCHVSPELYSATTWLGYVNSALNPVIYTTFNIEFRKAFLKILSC
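Cells plated overnight at 1500 cells/well, then exposed to library compounds with dopamine controls for 90 minutes at 37 degrees C. DiscoveRx reagent added for 30–60 minutes at room temperature; luminescence read, quantitative HTS format.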
TDP43 rescue: rescues yeast growth from TDP-43 toxicity. TDP-43 expressing yeast growth rescue, BacTiter-Glo, 24 h. AID 652104. Potency, µM (top dose mostly 46.1 µM), without a hit: at the highest dose growth rescue (activation), actives largely listed as activators. 1.8% of 410,000 active; also: potency is read from the fitted curve at half-maximal effect; % of control where 0% means no effect; nearly all actives have a fitted effect of over 50% in size
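Galactose-induced TDP-43 yeast, OD600=0.02, compound pinned; 24 hr, 30 deg C; BacTiter-Glo luminescence for growth. Inhibitors of TDP-43 toxicity read as activators.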
GLP1R inv ag: acts as inverse agonist at human GLP-1 receptor; P43220; HEK293 GLP-1R CRE-luciferase, luminescence, 24 h; GLP-1R form is constitutively active; Potency, µM (series often up to 38.3 µM), without a hit: at the top dose activity change, negative = inhibition, most hits filed as inhibitors; 1.6% of 410,000 active; AID 624417; also: potency is read from the fitted curve at half-maximal effect; % is scaled to controls: 0 for no effect and ±100 for the full control effect; nearly all actives have a fitted effect of over 55% in size
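Luminescence readout: a drop in cAMP-driven luciferase signal flags inverse agonism at a constitutively active GLP-1R stably expressed in HEK293. Compound exposure lasted 24 hr at 37 deg C, 5% CO2.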
* hit, by the source's call; i = inactive; ? = inconclusive; . = no result given; [ ] = remark or other dose. Unless noted, calls follow the shape of the dose curve; as a rule, active = well fitted curve in the direction sought with a large enough effect; inconclusive = small, poorly fitted or top-dose-only effect, or another doubt; inactive = no such curve, though single readings can be large; an effect the other way counts as inactive or inconclusive. Some of the compounds tested, so the mix of outcomes need not match the whole.

mol,DRD3 antagonist,FUS yeast rescue,GLP-1R agonist,aSyn rescue,TDP43 rescue,GLP1R inv ag,PTHR1 agonist,Akt phos inh,Abeta yeast res
O=[N+]([O-])c1cccc(/C=C/c2nc3ccc([N+](=O)[O-])cc3[nH]2)c1,-26,28%,-38%[inhibitor],14%,4%,?,-18%,i,-13%
CCCN(CC(=O)Nc1ccc(F)c(F)c1F)C(=O)c1ccc(N2CCCC2=O)cc1,-1,3%,1%,0%,15%,4%,-21%,i,8%
CC(Sc1cn(CCNC(=O)c2ccccc2F)c2ccccc12)c1ccccc1 (configuration not stated),.,40%,-5%,.,22%,?,-35%[inhibitor],.,9%
CCOCCCNC(=S)Nc1ccc2nc3n(c(=O)c2c1)CCCCC3,0,7%,-4%,-1%,.,-13%,-23%,i,13%
Cc1cc(NC(=O)CN(C)S(=O)(=O)c2ccc3c(c2)CCCC(=O)N3)ccc1Br,.,-6%,4%,-3%,0%,?,-34%[inhibitor],.,8%
CC(=O)C1=C(O)C(=O)N(CCc2c[nH]c3ccccc23)C1c1ccco1 (configuration not stated),-8,?,-9%,-2%,-13%,6%,i,i,-14%
O=C(COC(=O)c1ccc(S(=O)(=O)NCc2ccco2)cc1)Nc1ccccc1OC(F)F,-20,3%,-1%,-1%,-3%,12%,-21%[57.5 µM],i,3%
COc1ccc(N(C(=O)c2snc(C(N)=O)c2N)C(C(=O)NC2CCCC2)c2ccc(F)cc2)c(OC)c1 (configuration not stated),3,11%,17%,0%,-9%,16%,-4%,i,11%
CN(CCc1ccccn1)C(=O)CCC1CCCN(C(=O)c2ccsc2)C1 (configuration not stated),125,.,1%,-4%,-12%,-4%,i,i,-12%
CCc1ccccc1NC(=S)N(CCCN1CCOCC1)Cc1ccccn1,-2,22%,5%,-1%,4%,11%,-9%,i,-18%
Cc1ccc(C2=NS(=O)(=O)N(C)C(C(=O)NC(C)c3ccccc3)=C2)cc1 (configuration not stated),10,?,1%,2%,6%,?,i,i,1%
COc1ccc(NC(=S)N2CCC(NC(=O)c3ccco3)CC2)cc1,2,8%,4%,1%,-12%,0%,25%,i,-6%
O=C(c1cnsn1)N1CCC(CO)(Cc2cccc(F)c2)CC1,1,-1%,11%,-4%,10%,0%,-9%,i,5%
Cc1cccc(C(=O)O/N=C2/CC3CCC2(C)C3(C)C)c1 (configuration not stated),4,-8%,10%,-90%[inhibitor],7%,0%,i,i,-63%[inhibitor]
COc1ccc(CNc2nc3c(S(=O)(=O)c4ccccc4)nnn3c3ccc(Cl)cc23)cc1,.,-14%,.,.,8%,43%[activator],i,.,-8%
CC(C)c1ccc(C(=O)NNC(=O)c2ccncc2)cc1,5,1%,4%,3%,8%,13%,-1%,i,-8%
CN(C)CCCOC(=O)c1ccccc1,6,-24%,-3%,0%,-10%,8%,-1%[57.5 µM],i,0%
Cc1ccc(C(O)c2nccn2C)o1 (configuration not stated),-25,14%,-4%,-3%,-12%,0%,i,i,-7%
COc1ccccc1CNC(=O)Cn1cccc1,-10,17%,-4%,-5%,-8%,7%,i,i,-11%
Cc1nc(SCC(=O)N2CCCCC2)c2c(C)c(C)sc2n1,21,-11%,31%,5%,-3%,?,-26%,i,-10%
Cc1ccc(OC(C)C(=O)Nc2nonc2-c2ccc(Br)cc2)cc1C (configuration not stated),.,-23%,.,.,21%,?,-40%[inhibitor],.,-1%
CSc1nc(=O)[nH]nc1Sc1ccccc1,?,-13%,8%,-4%,?,4%,-10%,i,-11%
Cc1ccc(N2C(=O)N(CC(=O)c3cc(C)ccc3C)C(=O)C2C)cc1 (configuration not stated),24,.,7%,7%,?,?,-65%[inhibitor],i,-27%
O=C(COC(=O)/C=C/c1cccc(Br)c1)NCc1cccs1,-1,-17%,12%,-1%,?,-7%,i,i,-18%
CCC(C)[C@H](NC(=O)OC(C)(C)C)C(=O)NCC1CCC(C(=O)N[C@@H](Cc2ccccc2)C(=O)O)CC1 (some centres not stated),-13,-10%,0%,4%,17%,3%,-15%,i,-12%
Cc1[nH]c2ccc(Cl)cc2c(=O)c1CN1CCCC1,-3,16%,1%,6%,-13%,1%,i,i,-9%
COc1cccc(NC(=O)CN(C)C(=O)c2cc(-c3ccccc3)nc3ccccc23)c1,23,11%,-10%,-4%,12%,?,i,i,14%
O=C(CCc1nc2sc3c(c2c(=O)[nH]1)CCCC3)NCCOc1ccccc1,2,11%,-5%,-5%,21%,-14%,i,i,10%
Cc1c(S(=O)(=O)Nc2ccc3c(c2)OCCO3)cnn1C,-12,-13%,5%,0%,19%,13%,-21%,i,-15%
O=C(Cc1c[nH]c2ccccc12)N/N=C/c1ccccc1O,3,-22%,-5%,-9%,9%,?,i,i,-1%
CC(=O)NC(CCS(C)(=O)=O)C(=O)Nc1cccc(Cl)c1Cl (configuration not stated),-28,-19%,1%,-6%,?,15%,i,i,-5%
COc1ccccc1NC(=O)c1ncoc1-c1ccco1,.,9%,.,.,?,-14%,i,.,-4%
COc1ccc(NC(=O)c2ccc(N(C)S(C)(=O)=O)cc2)cc1OC,-4,-3%,-6%,1%,-24%,3%,0%,i,-6%
c1coc(CN2CCN(C(c3cccs3)c3nnnn3C3CCCC3)CC2)c1 (configuration not stated),-30,50%,8%,-2%,-7%,-27%,i,i,-3%
COc1ccc(CN(C)CCCn2cnc(C(=O)Nc3ccc(C)c(C)c3)n2)cc1OC,-7,-11%,16%,0%,21%,-14%,i,i,0%
O=C(COC(=O)/C=C/c1ccco1)Nc1ccccc1,3,-5%,3%,-5%,?,4%,i,i,10%
CN=c1scc(C)n1/N=C/c1cc(Br)c(O)c(OC)c1,-7,24%,9%,-2%,11µM*,25%,-4%,i,8%
Cc1ccccc1NC(=O)COC(=O)c1cccnc1,-26,-18%,0%,-1%,-11%,10%,-8%,i,-9%
Cc1cc(NC(=O)c2cc(-c3ccc(C)s3)nc3ccccc23)no1,10,8%,0%,5%,20%,-7%,-10%,i,-7%
c1ccc(Oc2ccc3ccccc3n2)cc1,2,-9%,5%,1%,-10%,-12%,i,i,2%
Cc1c(Cl)cccc1NC(=O)CC(c1cccs1)N1Cc2ccccc2C1=O (configuration not stated),.,-5%,-7%,1%,0%,?,-3%,.,-18%
COC(=O)C(Cc1ccccc1)NC(=O)CNS(=O)(=O)c1ccc(Br)cc1 (configuration not stated),0,15%,0%,-1%,7%,-1%,?,i,-16%
COc1ccc(S(=O)(=O)N(C)CC(=O)NC2CCCCC2)cc1Cl,-7,0%,?,6%,-10%,0%,i,i,26%
Cn1cnc(S(=O)(=O)N2CCC(C(=O)NCc3ccccc3Cl)CC2)c1,.,7%,.,.,-3%,0%,-3%,.,-4%
O=C(CSc1nnc(NC(=O)c2ccco2)s1)NCc1ccc2c(c1)OCO2,-24,17%,-11%,0%,3%,1%[0.307 µM],i,i,10%
Cc1cc(Cl)ccc1NC(=O)CCC(=O)N/N=C/c1cccnc1,2,-5%,-1%,2%,-16%,-9%,-12%,i,-9%
CCN1CCN(C(=O)c2ccccc2NS(=O)(=O)c2ccc(Cl)cc2)CC1,-22,-1%,-1%,-3%,-1%,4%,-20%,i,-8%
COc1ccc(F)cc1S(=O)(=O)Nc1cccc(C(=O)O)c1,1,-6%,6%,1%,14%,5%,i,i,0%
CCOC(=O)N1CCC(NC(=O)C2CCN(S(=O)(=O)c3cnc[nH]3)CC2)CC1,21,18%,0%,1%,0%,2%,i,i,-8%
CCCCCCOc1ccc(OCC(O)CN2C(=O)NC(C)(C)C2=O)cc1 (configuration not stated),7,15%,27%,2%,-6%,0%,i,.,17%

Carrying on:
mol,DRD3 antagonist,FUS yeast rescue,GLP-1R agonist,aSyn rescue,TDP43 rescue,GLP1R inv ag,PTHR1 agonist,Akt phos inh,Abeta yeast res
CCn1ncc([N+](=O)[O-])c1C(=O)N1CCc2ccccc2C1,-1,8%,12%,3%,1%,11%,i,i,-9%
CCOC(=O)n1cnc2nc(N)nc(SC)c21,-20,.,0%,1%,-11%,29%,19%,i,-8%
COc1ccc(C)cc1NC(=O)CN1c2cccc3cccc(c23)S1(=O)=O,-8,28%,6%,-1%,4%,-13%,-34%[inhibitor],i,-2%
CC(OC(=O)c1cc2c(s1)CCCCC2)C(=O)NC(N)=O (configuration not stated),-16,15%,18%,-4%,-4%,62%[activator],-11%,i,8%
CCn1nc(NC(=O)c2ccccn2)c2cc3cccc(C)c3nc21,13,13%,-7%,1%,0%,5%,i,i,28%
O=[N+]([O-])c1ccccc1/C=N\N1CCN(Cc2ccccc2Cl)CC1,0,5%,-1%,1%,7%,-26%,-37%[inhibitor],i,9%
Cc1ccc2cc3c(NC(=O)C(C)C)nn(C)c3nc2c1,-2,-14%,0%,-2%,9%,45%[activator],-32%[inhibitor][57.5 µM],i,9%
O=C(COC(=O)c1ccc[nH]c1=O)NCCCc1ccccc1,-25,-8%,-5%,-2%,-10%,16%,-19%,i,-1%

Single records (already shown).
Listed for `CC(OC(=O)c1cc2c(s1)CCCCC2)C(=O)NC(N)=O` (configuration not stated) → DRD3 antagonist: -16; FUS yeast rescue: 15%; GLP-1R agonist: 18%; aSyn rescue: -4%; TDP43 rescue: -4%; GLP1R inv ag: 62%[activator]; PTHR1 agonist: -11%; Akt phos inh: i; Abeta yeast res: 8%
Listed for `CCOC(=O)n1cnc2nc(N)nc(SC)c21` → DRD3 antagonist: -20; FUS yeast rescue: .; GLP-1R agonist: 0%; aSyn rescue: 1%; TDP43 rescue: -11%; GLP1R inv ag: 29%; PTHR1 agonist: 19%; Akt phos inh: i; Abeta yeast res: -8%
